# Screening results (PubChem BioAssay)
# MEX-5 binding = MEX-5 zinc finger RNA-binding disruptors – biochemical, C. elegans, fluorescence polarization, MLPCN library, primary screen; Zinc finger protein mex-5 (Caenorhabditis elegans), Q9XUB2; MEX-5/FITC-TCR2 RNA binding; stronger effect = lower value; activity score (negative = inhibition of binding), % at 10 µM; 300,000 compounds, 0.38% hits;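 active = inhibition past about -25% in most replicates, and total fluorescence under double the plate's negative control median, limit read from the data; inconclusive = replicates evenly split on the limit, or fluorescence at least double controls; inactive = too little inhibition in most replicates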;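 note: 0% = DMSO and -100% = 5 µM competing unlabeled TCR2 RNA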
# CIT2 TOR yeast = modulators of CIT2-GFP expression in yeast, primary screen, S. cerevisiae, GFP fusion, multiplex flow cytometry, MLPCN library. S. cerevisiae CIT2-GFP strain, 3 h; 100 means same as DMSO wells. GFP response vs DMSO, % at 10 µM. 320,000 compounds, 0.065% hits. AID 2029, 2009;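 active = GFP response relative to DMSO above a set limit, near the screen mean plus 3 SD, cut at about 150% in these data; inconclusive = Fewer than 70 cells measured for a yeast strain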;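 note: ratio of well median GFP fluorescence to mean of DMSO wells on the plate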
# Fam108B counter = mouse Fam108B serine hydrolase inhibitors, primary screen, counter-screen for RBBP9 inhibitor project, biochemical, fluorescence polarization; recombinant Fam108B, FP-Rh probe fluorescence polarization; inhibition, % at 9.51 µM; 300,000 compounds, 0.33% hits; AID 1947, 2009;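 active = inhibition above the screen mean inhibition plus 3 SD, computed separately per campaign, cut at about 18% in these data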;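 note: inhibitors lower polarization as less probe binds the enzyme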
# VLA-4 inh = inhibition in human VLA-4 binding assay, primary screen, VLA-4 allosteric modulator project, MLPCN library, flow cytometry, VLA-4 expressing cells; ligand binding flow cytometry; inhibition, % (about 7 µM as worked out from the volumes in the protocol); 330,000 compounds, 0.2% hits; in the data active = inhibition above about 50%
# AGP1 TOR yeast = modulators of AGP1-GFP expression in yeast TOR pathway, primary screen, cell-based, multiplex flow cytometry, S. cerevisiae, MLPCN library. 3 h; GFP as percent of DMSO wells. GFP response vs DMSO, % at 10 µM. 320,000 compounds, 0.02% hits. AID 2066, 2009;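 active = GFP response relative to DMSO above a set limit, near screen average plus 3 SD, cut at about 150% in these data; inconclusive = fewer than 70 cells counted for the yeast strain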;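 note: median GFP channel fluorescence of the gated AGP1 strain per well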
# MCL1-BIM inh = inhibitors of MCL1 binding to BIM-BH3, primary screen, biochemical, fluorescence polarization; inhibition, % at 10.9 µM; GST-MCL1 / FITC-Bim-BH3 fluorescence polarization; 320,000 compounds, 0.68% hits; AID 2057, 2009;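 active = inhibition above the mean inhibition of all tested compounds plus 3 SD, set per campaign, cut at about 40% in these data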;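 note: 0% = DMSO wells and 100% = unlabeled Bim-BH3 peptide control; higher means more loss of mP so more displacement of Bim peptide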
# Target sequence (Q07820 whole entry, looked up): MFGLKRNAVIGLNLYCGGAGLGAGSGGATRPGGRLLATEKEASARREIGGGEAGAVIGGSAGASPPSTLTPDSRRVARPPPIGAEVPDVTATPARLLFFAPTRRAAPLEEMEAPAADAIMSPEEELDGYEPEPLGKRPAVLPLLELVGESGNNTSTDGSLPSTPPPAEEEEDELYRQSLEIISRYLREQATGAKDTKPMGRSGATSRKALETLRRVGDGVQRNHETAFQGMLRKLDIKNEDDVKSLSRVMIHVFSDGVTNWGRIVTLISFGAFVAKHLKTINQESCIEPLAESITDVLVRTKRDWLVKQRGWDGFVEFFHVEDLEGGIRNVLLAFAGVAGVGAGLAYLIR
# BCLXL inh = inhibitors of human Bcl-xL, primary screen, biochemical, fluorescence polarization, HTS. Bcl-2-like protein 1 (Homo sapiens), Q07817. GST-Bcl-xL / FITC-Bim BH3 peptide fluorescence polarization. inhibition, % at 10.9 µM. 320,000 compounds, 0.7% hits. AID 2129, 2009;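 active = inhibition above the mean of all tested compounds plus 3 SD, cutoff set per campaign, cut at about 30% in these data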;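 note: 0% = DMSO wells and 100% = unlabeled Bim-BH3 peptide competitor; inhibitors lower millipolarization by displacing the labeled peptide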
# Target sequence (Q07817 whole entry, looked up): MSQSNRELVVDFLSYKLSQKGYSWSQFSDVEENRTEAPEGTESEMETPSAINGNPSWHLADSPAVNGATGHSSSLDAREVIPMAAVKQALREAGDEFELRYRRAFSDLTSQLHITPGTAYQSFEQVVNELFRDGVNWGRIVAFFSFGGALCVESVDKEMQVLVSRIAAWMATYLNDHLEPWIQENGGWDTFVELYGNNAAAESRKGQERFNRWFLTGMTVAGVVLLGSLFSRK
# GLD-1 RNA inh = GLD-1/TGE RNA complex disruptors, primary screen, biochemical, fluorescence polarization. AID 2280, 2010. purified GLD-1 + fluorescein TGE RNA. 320,000 compounds, 0.44% hits. Female germline-specific tumor suppressor gld-1 (Caenorhabditis elegans), Q17339. inhibition, % at 5.96 µM;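 active = percent inhibition above a per-plate cutoff, the plate mean of test compounds plus 3 SD, cut at about 30% in these data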;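 note: 0% = DMSO wells with GLD-1 and probe and 100% = wells lacking GLD-1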
# Target sequence (Q17339 whole entry, looked up): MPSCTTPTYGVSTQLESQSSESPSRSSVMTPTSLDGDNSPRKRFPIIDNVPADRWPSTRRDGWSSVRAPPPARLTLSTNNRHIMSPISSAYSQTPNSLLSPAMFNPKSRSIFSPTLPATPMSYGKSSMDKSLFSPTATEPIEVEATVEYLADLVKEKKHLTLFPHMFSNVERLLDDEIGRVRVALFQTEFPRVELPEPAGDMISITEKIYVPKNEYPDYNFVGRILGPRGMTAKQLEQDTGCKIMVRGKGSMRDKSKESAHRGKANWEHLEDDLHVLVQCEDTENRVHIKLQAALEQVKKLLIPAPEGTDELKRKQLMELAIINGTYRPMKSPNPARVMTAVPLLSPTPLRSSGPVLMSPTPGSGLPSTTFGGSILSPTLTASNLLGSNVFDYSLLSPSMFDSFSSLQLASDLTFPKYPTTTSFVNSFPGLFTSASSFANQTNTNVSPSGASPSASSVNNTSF
# GRK2 inh = compounds blocking aptamer binding on GRK2 – biochemical, human GRK2, bead flow cytometry, HTS, primary screen. Beta-adrenergic receptor kinase 1 (Homo sapiens), P25098. FAM-aptamer displacement from GRK2. inhibition of aptamer binding, % at 10 µM. AID 488847, 2010. 330,000 compounds, 0.59% hits;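 active = inhibition of aptamer binding above 40%, roughly 3 SD of noise, on plates passing a quality check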;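 note: median bead fluorescence of bound FAM aptamer so fluorescent compounds give negative values; no value below 0 was filed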
# The depositor's hits bear a star; u = inconclusive; x = not tested or not shown; & = joins results of further samples.
SMILES,MEX-5 binding,CIT2 TOR yeast,Fam108B counter,VLA-4 inh,AGP1 TOR yeast,MCL1-BIM inh,BCLXL inh,GLD-1 RNA inh,GRK2 inh
C=C(C(=O)c1ccccc1)C(c1ccccc1)C(C)C(=O)c1ccccc1 (stereo unspecified),-0.4,85,-8,14,117,-1,0,-3,0
Cc1nn(C)c(C)c1C(C)NC(=O)c1cc(COc2cncc(Cl)c2)on1 (stereo unspecified),0.4,108,-1,16,106,0,5,-1,83*
CC(C)(C)OC(=O)N1Cc2ccccc2C[C@H]1C(=O)NCC(=O)Nc1ccc2c(c1)OCCO2,0.6,103,4,-101,105,-3,9,-3,3
CCCCNc1c(-c2ccc(OC)c(SC3CCCCC3)c2)nc2cnccn12,0.8,85,10,-19,92,8,15,7,0
Cc1cc(=O)oc2cc(OCC(=O)OCC(=O)N3CCC(C)CC3)ccc12,2.7,96,3,13,97,-4,-1,0,0
COc1ccccc1/C=C1\SC(=O)N(CCC(=O)NNC(=O)c2ccccc2Cl)C1=O,-1.0,x,-8,5,97,4,1,-6,0
CSCCC(NC(=O)c1ccccc1C)C(=O)O (stereo unspecified),2.2,89,7,5,101,3,-1,7,0
CN(C[C@H](Cc1ccccc1)N(C[C@H](CC1CCCCC1)N(CCc1ccccc1)N=O)N=O)N=O,-4.2,x,0,x,x,-1,2,2,x
O=C(N/N=C/c1c[nH]c2ccccc12)c1cc(Br)ccc1O,-6.8,97,3,20,98,-7,2,-1,0
O=[N+]([O-])c1ccc(S(=O)(=O)NCCS(=O)(=O)N2CCN(c3ccccc3)CC2)cc1,0.3,101,-3,-5,101,8,4,2,3
COc1cc(C(=O)COC(=O)C2CCCCC2)cc(OC)c1OC,x,97,x,-5,98,x,x,5,5
Cc1cccc(NC(=O)c2cccc(NC(=O)Cc3cccs3)c2)c1,-3.0,105,-7,13,106,-8,-2,-4,0
Cc1cccc(NC2=NC(C)(C)N=C(N)N2)c1,-0.6,93,3,10,94,-3,7,0,15
CCOc1ccc(C(O)(c2ccccc2)C(CN2CCCC2)c2ccccc2)cc1 (stereo unspecified),1.2,110,0,20,101,-5,4,6,3
CCOC(=O)CCC(=O)Nc1ccc(S(=O)(=O)Nc2cc(OC)nc(OC)n2)cc1,1.3,99,-3,8,98,2,6,7,0
CCCCn1c(NC(=O)c2ccc(Br)o2)c(S(=O)(=O)c2ccccc2)c2nc3ccccc3nc21,-4.7,101,8,x,95,3,8,6,2
CCN(CC)c1nc(N)nc(NS(=O)(=O)c2ccc(Cl)cc2)n1,-1.0,99,-3,3,102,3,5,-2,0
CCN(CC)c1ccc(NC(=O)C2=CC=CN3CCS(=O)(=O)N=C23)cc1,x,87,x,-5,94,-2,-6,3,0
CCOCCCNC(=O)Cn1cc2c(n1)CCCC2,0.2,107,0,-9,103,-1,2,1,0
COc1cc(/C=C(\C#N)c2ccccn2)ccc1OCc1ccc(Cl)cc1,-0.1,88,-6,15,109,5,3,1,1
O=C(CCCN1C(=O)/C(=C/c2cccs2)SC1=S)Nc1ccccc1O,0.8,114,-3,5,94,-11,-6,-14,2
CCN1CCN(Cc2ccc(NC(=O)c3cc(NC(=O)c4cnnc5ccccc45)cc(OC)c3)cc2C(F)(F)F)CC1,0.0,104,-5,32,92,10,8,3,0
Cc1ccc(Cl)c(Nc2ccccc2C(=O)O)c1Cl,0.9,94&101,2,7&-3,102&94,12,8,2&6,1&2
O=C(CSCc1c(Cl)cccc1Cl)NCC1CCCO1 (stereo unspecified),u,100,-4,27,106,3,3,-1,1
CC1(C)C2CCC(C2)C1(C)NC(=O)CNCc1cccs1 (stereo unspecified),-0.3,100,-2,2,106,-8,3,-1,3
# The listing continues:
SMILES,MEX-5 binding,CIT2 TOR yeast,Fam108B counter,VLA-4 inh,AGP1 TOR yeast,MCL1-BIM inh,BCLXL inh,GLD-1 RNA inh,GRK2 inh
O=C(c1ccccc1NS(=O)(=O)c1ccccc1[N+](=O)[O-])N1CCCC1,1.4,98,-8,-9,101,-10,-5,-8,4
CC1=C(C(=O)OC2CCCCCC2)C(c2ccc(C)o2)C2=C(CCCC2=O)N1 (stereo unspecified),-2.5,96,0,-11,95,5,1,10,3
CCCOc1ccccc1/C=N/Nc1ccnc(=O)[nH]1,2.0,98,-3,4,101,8,6,2,1
COc1cc(OC)c(C2=NOC(C(=O)N3CCCc4ccccc43)C2)cc1Cl (stereo unspecified),0.0,99,-2,5,95,1,0,2,0
CSc1ccc(Cl)c(C(=O)OCC(=O)NCc2ccco2)c1,-0.3,104,-3,3,97,9,6,12,6
COc1cc(NC(=O)C/C(C)=N/NC(=O)C(OC)c2ccccc2)c(OC)cc1Cl (stereo unspecified),-0.6,95,7,15,107,8,2,7,0
S=c1[nH]nc(C2(c3ccccc3)CCCC2)o1,0.4,96,2,16,103,-25,-35,5,0
O=C(CN1CCN(c2ccc(F)cc2)CC1)N1CCOCC1,-1.4,103,1,-1,102,4,6,6,3
CCOCCCn1c(=NC(C)=O)c(C#N)cc2c(=O)n3cccc(C)c3nc21,-5.0,96,0,-4,91,12,16,5,0
O=C(Cc1ccc([N+](=O)[O-])cc1)Nc1cccc(C(=O)N2CCOCC2)c1,x,79,x,-8,81,x,x,3,0
O=C(NCc1cccnc1)c1nnc(Cc2ccc(F)cc2)o1,3.5,102,1,3,102,5,4,0,2
COc1ccc(C(=O)c2ccc(Cl)c([N+](=O)[O-])c2)cc1,-2.2,101,2,-9,100,9,11,9,5
CCOC(=O)c1sc(NC(=O)CSc2nnnn2-c2ccccc2)nc1C,1.0,96,-5,3,103,-2,-4,5,0
CC(=O)N/C(=C\c1cccc([N+](=O)[O-])c1)C(=O)NC1CCCCC1,2.0,101,4,5,95,-6,1,9,0
Clc1ccc(CSc2nnc3ccccn23)c(Cl)c1,-0.8,99,-2,10,100,-3,-1,-4,2
O=C(Nc1ccc(Cl)cc1Cl)C1CCC(=O)N1Cc1ccccc1Cl (stereo unspecified),1.4,107,-3,3,106,-2,8,6,0
CCC(C)(C)c1ccc(Oc2ccc(NC(=O)COC(=O)C3=COCCO3)cc2)cc1,-1.4,95,-22,1,104,12,10,4,3
O=C(NC1CCS(=O)(=O)C1)c1cccc(Cl)c1 (stereo unspecified),-2.1,101,1,9,106,5,-3,2,0
CCC(=O)Nc1ccc(S(=O)(=O)NCCc2ccccc2)cc1,0.0,106,4,3,106,-4,3,-1,10
CC1CCCCN1S(=O)(=O)c1ccc(C(=O)Nc2nnc(-c3cccs3)o2)cc1 (stereo unspecified),-3.6,88,-1,-9,101,5,8,4,3
O=c1c(-c2cc3ccccc3o2)[n+]([O-])c2ccccc2n1OCc1ccccn1,-3.5,102,4,12,97,11,11,28,12
Nn1cc(-c2ccccc2)nc1SCC(=O)N1CCN(S(=O)(=O)c2ccc(Cl)cc2)CC1,0.7,101,1,8,108,7,5,4,0
O=C(CCN1CCCCC1)N=Nc1c(O)[nH]c2ccccc12,-0.2,96,2,19,102,0,-2,-5,0
Cn1c2ccc(Br)cc2c2nnc(SCC(=O)O)nc21,-3.4,87,-7,12,69,-2,2,0,5
CSCCC(NC(=O)c1ccccc1)C(=O)N/N=C(\C)Cc1ccccc1 (stereo unspecified),x,92,x,-9,93,x,x,x,0
# (list continues)
SMILES,MEX-5 binding,CIT2 TOR yeast,Fam108B counter,VLA-4 inh,AGP1 TOR yeast,MCL1-BIM inh,BCLXL inh,GLD-1 RNA inh,GRK2 inh
Cc1nc(NCC2CCCO2)nc2c1C(=O)CC(C)C2 (stereo unspecified),x,105,-3,16,102,2,0,5,0
Cc1nc(SCc2ccc(F)cc2)c([N+](=O)[O-])[nH]1,0.4,99,1,9,101,5,5,8,0
CCOCCCNC(=S)Nc1ccc(Br)cc1Cl,-1.6,94,0,6,102,8,6,0,0
COc1ccc(S(=O)(=O)NC2CC(=O)N(c3cccc(F)c3)C2)cc1OC (stereo unspecified),-1.2,103,0,-5,107,8,6,5,0
COc1ccc(O)c(C(c2c(C)[nH][nH]c2=O)c2c(C)[nH][nH]c2=O)c1,-6.2,88,6,15,95,-9,1,-7,0
NC(=O)c1ccsc1NC(=O)CSc1ccccc1F,1.6,98,1,25,98,12,8,2,2
CN(NC(=O)c1ccc(Cl)cc1)c1nc(-c2ccccc2)nnc1C(F)(F)F,0.0,93,-5,-1,102,-8,-4,-2,0
Cc1ccc(C)c(NC(=O)CCC(=O)NNC(=S)Nc2ccccc2)c1,-7.5,97,1,-2,101,4,2,-3,1
COc1ccccc1-n1cc(CN2CCN(C3CCCC3)C(CCO)C2)cn1 (stereo unspecified),-1.9,89,-4,-2,91,-1,1,3,0
Cc1cccc2nc(C(=O)Nc3cc(Cl)ccc3-n3cncn3)cn12,x,102,x,-8,105,-15,-7,-3,0
CCCCNC(=O)C(CC)(ONc1ccccc1C(F)(F)F)c1ccccc1 (stereo unspecified),x,101,x,-1,101,-2,4,-4,1
N#Cc1cn(CC(=O)N2CCc3ccccc3C2)c2ccccc12,0.8,82,1,-3,87,-5,1,3,3
CCC(COC)NC(=O)c1ccc(OC)c(OC2CCN(C(C)=O)CC2)c1 (stereo unspecified),0.6,102,4,10,102,-1,-1,3,3
CN(C)c1nc(OCc2ccccc2)c2ncc(=O)[nH]c2n1,x,111,0,-3,115,1,3,2,0
CCC(=O)N1CCc2cc(S(=O)(=O)CCC(=O)NCc3ccc(OC)cc3)ccc21,0.8,94,0,15,95,2,5,1,4
CC1(c2ccc(Cl)cc2)NC(=O)N(CC(=O)NCc2cccs2)C1=O (stereo unspecified),-0.2,98,1,-7,105,-15,3,5,0
O=C(CCNS(=O)(=O)c1ccc2c(c1)CCC(=O)N2)Nc1ccc(F)c(F)c1,-1.4,108,5,23,109,-2,5,-2,4
CCN(C(=O)COC(=O)/C=C/c1ccccc1[N+](=O)[O-])C1CCS(=O)(=O)C1 (stereo unspecified),0.1,95,4,14,88,2,7,-5,0
COc1cccc(Cn2nc3c4cc(F)ccc4n(Cc4ccc(F)cc4)cc-3c2=O)c1,-2.4,103,2,-25,96,-7,-1,3,0
CCn1cc(C(=O)NCc2ccco2)c(=O)c2cc(S(=O)(=O)N3CC(C)CC(C)C3)ccc21 (stereo unspecified),2.4,92,-1,40,101,0,-6,-3,0
CCOC(=O)c1cccc(NC(=O)/C(=C\c2ccccc2)NC(=O)c2ccccc2Cl)c1,0.8,105,0,-5,102,3,5,10,6
